Compound activity deposited in PubChem BioAssay by National Center for Advancing Translational Sciences (NCATS).
12-LOX inh – ALOX12 (human) lipoxygenase inhibition | Potency, µM (doses to about 108 µM), for the others: at the highest dose activity change, negative = inhibition, usual class: inhibitors | purified 12hLO, xylenol orange hydroperoxide absorbance | 1.1% of 580,000 active | AID 1671190; note: potency is the fitted concentration of half-maximal effect; % is set by controls: 0 for no effect and ±100 for the full control effect
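Hydroperoxide product was detected by ferrous iron/xylenol orange as the 573 to 405 nm absorbance ratio. Arachidonic acid at 40 uM (final) was turned over for 30 min at room temperature by 150 nM human 12hLO, pH 7.0 Hepes buffer, after 15 min compound preincubation.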
TRHR agonist – agonists of human TRH receptor. activation, % at 2 µM. TRHR cells, calcium flux fluo-8, FDSS agonist mode. 0.18% of 360,000 active. P34981; in the data active = activation above about 30%; note: 0% is about no effect
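In this calcium-flux screen, cells bearing human TRHR are dye-loaded with fluo-8, baselined for 10 cycles, then exposed to library compounds; positive kinetic calcium responses during the agonist phase mark hits, with TRH as control.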
POLI inh – DNA polymerase iota (human) inhibition. Q9UNA4. Pol iota fluorescent replication assay, 10 min. Potency, µM (titrated, usually from 115 µM), inactives show at the top dose activity, negative = inhibition, hits mostly inhibitors. 1% of 390,000 active. AID 588590; note: potency is the fitted concentration of half-maximal effect
Target sequence (Q9UNA4 whole entry, looked up): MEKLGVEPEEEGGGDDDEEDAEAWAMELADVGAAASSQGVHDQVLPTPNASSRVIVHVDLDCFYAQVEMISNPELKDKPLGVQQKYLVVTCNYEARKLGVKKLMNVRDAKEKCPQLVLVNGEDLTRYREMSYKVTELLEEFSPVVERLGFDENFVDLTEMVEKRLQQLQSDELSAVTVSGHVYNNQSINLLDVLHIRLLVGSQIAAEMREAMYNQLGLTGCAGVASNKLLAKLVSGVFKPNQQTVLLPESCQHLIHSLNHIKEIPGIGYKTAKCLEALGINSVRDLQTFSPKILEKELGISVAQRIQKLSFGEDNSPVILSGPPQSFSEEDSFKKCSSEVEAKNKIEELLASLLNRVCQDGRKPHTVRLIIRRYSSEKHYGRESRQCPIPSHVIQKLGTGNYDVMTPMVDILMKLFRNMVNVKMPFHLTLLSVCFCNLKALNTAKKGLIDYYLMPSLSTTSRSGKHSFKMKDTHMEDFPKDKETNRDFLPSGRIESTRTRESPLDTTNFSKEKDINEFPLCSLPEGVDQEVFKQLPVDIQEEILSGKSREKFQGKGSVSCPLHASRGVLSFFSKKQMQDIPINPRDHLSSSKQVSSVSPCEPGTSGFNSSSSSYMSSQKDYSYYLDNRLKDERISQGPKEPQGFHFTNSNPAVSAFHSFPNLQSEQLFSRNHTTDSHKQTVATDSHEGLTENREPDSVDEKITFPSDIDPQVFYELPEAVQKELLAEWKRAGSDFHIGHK
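Fluorescent replication assay read twice, at 0 min and 10 min after adding 50 nM (final) substrate. Enzyme (10 nM) and compounds were first incubated 15 min at room temperature; enzyme-free buffer wells were negative controls.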
POLK inh – DNA polymerase kappa (human) inhibition; Q9UBT6; purified Pol kappa, fluorescent DNA synthesis assay, 10 min; Potency, µM (highest dose often 107 µM), without a hit: at the highest dose activity, negative = inhibition, most hits filed as inhibitors; 0.53% of 400,000 active; AID 588579; note: potency is the fitted concentration of half-maximal effect; % is set by controls: 0 for no effect and ±100 for the full control effect
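Inhibition of 10 nM Pol kappa is measured by a fluorescent read-out at 0 and 10 min following addition of 50 nM substrate (final), with a 15-min room-temperature compound preincubation.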
Anesthetic bind – binds horse apoferritin like a general anesthetic. P02791. apoferritin/1-aminoanthracene competitive binding, fluorescence. Potency, µM (doses to about 77.5 µM), for the others: top-dose activity change, negative = displacement, usual class: inhibitors. 0.074% of 350,000 active. AID 485281; note: potency is the fitted concentration of half-maximal effect; % is set by controls: 0 for no effect and ±100 for the full control effect; nearly all actives have a fitted effect of over 20% in size
Target sequence (P02791 2-175 limits assumed): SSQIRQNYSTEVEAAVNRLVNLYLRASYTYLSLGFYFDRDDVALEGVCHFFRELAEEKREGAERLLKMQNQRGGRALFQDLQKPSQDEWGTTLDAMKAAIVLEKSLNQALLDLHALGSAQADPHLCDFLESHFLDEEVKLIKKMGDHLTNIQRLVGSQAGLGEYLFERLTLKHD
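Steps: apoferritin (10 uM) was premixed with half-saturated 1-AMA in PBS, compounds were pin-transferred, plates stood 10 min at room temperature, fluorescence was read at 380/535 nm, and curves were fitted with a Hill equation.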
APE1 inh – APE1 (human) endonuclease inhibition. P27695. recombinant APE1, TAMRA/BHQ-2 abasic DNA cleavage fluorescence. Potency, µM (doses to about 65.8 µM), without a hit: top-dose activity change, negative = inhibition, usual class: inhibitors. 0.35% of 350,000 active;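 note: potency is the fitted concentration of half-maximal effect; plate controls were vehicle for no effect and reference inhibitor for full effect; nearly all actives have a fitted effect of over 55% in size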
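Substrate: short duplex with […] THF abasic site, 5'-TAMRA and 3'-BHQ-2, 50 nM final. APE1 at 0.75 nM, preincubated 15 min RT with compound. Fluorescence increase from first to third read measured activity.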
BLM inh – blocks DNA unwinding by human BLM helicase. AID 2528. P54132. recombinant BLM DNA unwinding, fluorescence dequenching. Potency, µM (top dose mostly 56.1 µM), for the others: at the highest dose activity change, negative = inhibition, usual class: inhibitors. 0.2% of 350,000 active;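 note: potency is the fitted concentration of half-maximal effect; plate controls were vehicle for no effect and no enzyme for full effect; nearly all actives have a fitted effect of over 35% in size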
ERG-DNA inh – ERG Ets/DNA interaction inhibition. P11308. fluorescence polarization, His-ERG Ets domain / labelled DNA. Potency, µM (top dose mostly 76.9 µM), without a hit: at the highest dose FP activity, negative = inhibition, most hits filed as inhibitors. 0.028% of 370,000 active; active = well fitted inhibition curve with a large enough effect in the polarisation, with a control signal flat; inconclusive = small, poorly fitted or top-dose-only effect, or effect the other way, or a change in a side signal; inactive = no such curve, though single readings can be large or run the other way; the % refers to the polarisation;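 note: polarization taken with two DNA probes labelled with fluorescein and Texas red; potency is the fitted concentration of half-maximal effect; % of control where 0% means no effect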
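His-tagged ERG Ets domain (1 uM in the protein solution; 300mM KCl, 50mM Tris-HCl, 1mM EDTA, 1mM DTT, pH 7.5) received compound, then a probe mix of 5 nM fluorescein-DNA and 100nM Texas-615-DNA. Fluorescence polarization was read for both dyes.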
Pol beta inh – DNA polymerase beta (human) inhibition | Potency, µM (highest dose often 114 µM), for inactives: top-dose activity change, negative = inhibition, actives largely listed as inhibitors | Pol beta primer extension/strand displacement, fluorescence kinetic | 1.3% of 340,000 active | P06746; note: potency is the fitted concentration of half-maximal effect; % is set by controls: 0 for no effect and ±100 for the full control effect
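Values derive from four-parameter Hill fits of normalized kinetic data: reads at 0 and 10 min following addition of 50 nM substrate to 10 nM Pol beta preincubated 15 min with compound.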
* = called active by the depositor; ? = inconclusive; · = no result given; & = joins results of further samples; [ ] = remark or other dose. Unless noted, calls come from the whole dose curve; as a rule, active = well fitted curve in the direction sought with a large enough effect; inconclusive = small, poorly fitted or top-dose-only effect, or another doubt; inactive = no such curve, though single readings can be large; an effect the other way counts as inactive or inconclusive. Not all compounds are listed (hit frequency here may not be typical).

No.	SMILES	12-LOX inh	TRHR agonist	POLI inh	POLK inh	Anesthetic bind	APE1 inh	BLM inh	ERG-DNA inh	Pol beta inh
1	O=C(O)C1CC=CCC1C(=O)NCCc1csc(-c2ccccc2)n1 (stereo not drawn)	11%[57.4 µM]	-0.2	20%	-17%	-4%	0%	-1%	2%	?
2	COc1ccc(NC(=O)CN(C)C(=O)C2CC(=O)N(CCc3ccc(OC)c(OC)c3)C2)cc1 (stereo not drawn)	7%	·	7%	-2%	·	·	·	-11%	·
3	Cc1ccccc1C(=O)N[C@H](C(=O)OCC(=O)c1ccc[nH]1)C(C)C	-13%	-1.1	24%	11%	2%	2%	3%	-6%	36%
4	COC(=O)C1=CN(Cc2ccc(OC)c(OC)c2)C=C(C(=O)OC)C1c1cccc(O)c1	11%	-1.0	22%	-22%	366%[activator]	27%	-10%	-7%	1%
5	COc1ccc2c(c1)c(CC(=O)OC(C)C(=O)N(C)C)c(C)n2C(=O)c1ccc(Cl)cc1 (stereo not drawn)	-6%	-0.6	0%	-6%	-6%	29%	-12%	2%	2%
6	CCCN1C(=O)CC(c2ccco2)Sc2ccccc21 (stereo not drawn)	?	0.1	?	-8%	-8%	-10%	-16%	5%	?
7	COc1cc(OC)c2c(OC)cccc2n1	-14%	0.2	6%	-6%	4%	3%	6%	-2%	8%
8	O=C(Nc1ncc(Cl)cn1)c1cccs1	-1%	-0.4	6%	4%	-6%	24%	-10%	-7%	44%
9	O=c1cc(N2CCOCC2)oc2c1ccc1ccccc12	·	·	·	18%[60.1 µM]	-15%	0%	6%	·	·
10	CCCS(=O)(=O)N1CCCC(C(=O)NCCOC)C1 (stereo not drawn)	-13%	-0.3	-1%	-4%[60.1 µM]	3%	·	-6%	1%	5%
11	CCOC(=O)CC1(NC(=O)c2cc(COc3cncc(Cl)c3)on2)CCCCC1	22%	-0.1	25%	-2%	?	16%	-5%	12%	-1%
12	COc1ccc(OC)c(C2C(C#N)=C(N)Oc3cc(C)n(Cc4ccccn4)c(=O)c32)c1 (stereo not drawn)	0%	0.2	15%	0%	-3%	-5%	-3%	2%	-11%
13	COC(=O)c1ccccc1OCCCOc1ccc(C=O)cc1OC	-1%	-0.7	6%	-10%	-22%	-3%	-1%	1%	-11%
14	O=C(c1ccc(-c2ccccc2)cc1)N1CCN(c2nc3ccccc3o2)CC1	23%	-1.2	1%	-12%	-4%	-4%	-2%	19%	0%
15	CCOC(=O)c1c(SCC(=O)Nc2cc(Cl)cc(Cl)c2)nc(=O)[nH]c1C	1%	0.1	8%	-6%[60.1 µM]	0%	·	-1%	-8%	-2%
16	O=C(NCCc1cccs1)c1cccs1	?	-0.3	32%[activator]	5%	-19%	4%	-3%	-9%	5%
17	O=C(Nc1cccc(C(F)(F)F)c1)c1cc(-c2ccco2)on1	?	2.3	-13%	1%	-7%	11%	-4%	5%	-20%
18	C=CCCn1c(Cl)c(C#N)sc1=O	·	·	22%	0%	-14%	-8%	-1%	·	·
19	C[n+]1cnc(-c2ccccc2)cc1-c1ccccc1	?	0.0	9%	-14%	1%	2%	-3%	8%	25%
20	COc1cc2c(cc1OC)n(CC(=O)Nc1ccccc1)c(=O)n1nc(-c3ccccc3)nc21	?	1.5	-2%	-11%	1%	·	-10%	-8%	26%
21	CCCn1nc(C(=O)NCc2ccccn2)c2ccccc2c1=O	-15%&22%	-1.1	15%	-12%	-17%	-2%	0%	-3%	-1%
22	Cc1cccc(NC(=O)CSC2=Nc3ccccc3C3=NC(CC(=O)NCc4cccs4)C(=O)N23)c1 (stereo not drawn)	-15%	-0.6	29%	2%	?	·	2%	-6%	-19%
23	Clc1ccc2[nH]c3c(N4CCC5(CC4)OCCO5)ncnc3c2c1	·	3.0	-8%	-12%	-10%	4%	-4%	-3%	-1%
24	COc1ccc(NC(=O)COC(=O)c2ccc(Cl)c(S(N)(=O)=O)c2)c([N+](=O)[O-])c1	59%[activator]	0.0	-14%	-3%	0%	1%	-7%	-13%	11%
25	CC(=O)c1ccc(NC(=O)C2CCCN(c3ncnc4c3nc3n4CCCCC3)C2)cc1 (stereo not drawn)	-3%	0.7	38%[activator]	-20%	-6%	37%	1%	3%	-14%
26	O=C1[C@@H]2Cc3c([nH]c4ccccc34)C(c3cccc([N+](=O)[O-])c3)N2C(=O)CN1C1CCN(Cc2ccccc2)CC1 (stereo partly drawn)	0%	-2.4	·	·	-10%	-4%	-11%	·	15%
27	O=C(Cn1cnc2nc3c(cc2c1=O)CCCC3)N1CCN(c2cccc(C(F)(F)F)c2)CC1	3%	0.0	-5%	-7%[60.1 µM]	-1%	·	-9%	1%	35%[activator]
28	Cc1nc2ccccc2n1CCc1ccccc1	0%	-1.3	85%[activator]	-11%	-4%	-10%	-3%	7%	-9%
29	COc1ccccc1C1CCN(Cc2cccc([N+](=O)[O-])c2)CC1	0%	-3.5	11%	-9%	-2%	1%	-4%	0%	8%
30	O=C(CSc1nc2ccccc2o1)Nc1ccc(N2CCOCC2)cc1	?	-0.1	-15%[58.9 µM]	-20%	-11%	1%	-6%	-1%	0%
31	COCc1ccc(CN2CCCC(CO)(Cc3ccccc3C)C2)o1 (stereo not drawn)	-18%	0.0	72%[activator]	-15%	-12%	8%	-9%	6%	-3%
32	O=[N+]([O-])c1ccc(COc2cccc(CN3CCOCC3)c2)cc1	0%	·	7%	-1%	·	·	·	10%	·
33	O=C1NC(=O)/C(=C/c2ccccn2)S1	?	0.3	11%	-11%	-2%	2%	-4%	-7%	33%
34	CN1CCN(C(=S)SCc2nc(N)nc(Nc3ccc(F)cc3)n2)CC1	-6%	-0.2	29%	-9%[60.1 µM]	-12%	-3%	0%	-8%	?
35	Cc1cccnc1N1C(=O)c2ccc(C(=O)O)cc2C1=O	3%	0.6	-16%	-21%	1%	9%	-3%	-18%	-16%
36	COc1ccc(-c2nnc(NC(=O)CS(=O)(=O)c3ccc(Cl)cc3)o2)c(OC)c1	-18%	0.6	12%	-9%	-2%	43%	1%	-11%	?
37	COc1ccc2nc(SCC(=O)N3CC(=O)Nc4ccccc43)c(C#N)cc2c1	-24%	9.2	28%	-24%	168%[activator]	-6%	5%	-4%	2%
38	CCN(CC)C(=O)CSc1nc2ccccc2c(=O)n1OC	-3%	0.2	10%	-8%	-20%	12%	-1%	-6%	13%
39	COCCn1c(SCC(=O)Nc2ccc(F)cc2)nc2c(oc3ccccc32)c1=O	-9%	0.2	16%	-8%	-6%	5%	-2%	5%	-3%
40	Cc1cc(-c2ccccc2)nc2[n+]1CCN2C	6%	0.3	41%[activator]	-12%	9%	-2%	0%	·	0%
41	O=C(CCn1c(=O)c2sccc2n(Cc2ccc(F)cc2)c1=O)NCc1ccc2c(c1)OCO2	-17%	-2.1	24%	4%	-4%	·	-4%	-1%	-12%
42	Cc1ccc(S(=O)(=O)CCC(=O)OCn2nnc3ccccc3c2=O)cc1	-7%	0.3	156%[activator]	-3%	-11%	?	-1%	-2%	52%
43	O=C(Nc1nccs1)C1CC=CC2CCN(Cc3ccc(Cl)c(Cl)c3)C(=O)C21 (stereo not drawn)	·	·	-3%	-10%	-14%	-9%	1%	·	·
44	CC1=NN(c2ccccc2)C(=O)/C1=C\c1ccc(Br)s1	-16%	0.1	?	-18%	1%	-9%	-4%	-4%	1%
45	CCOc1ccc(NC(=O)CSc2nc(=O)n(CCN3CCOCC3)c3c2CCCC3)cc1	4%	0.1	8%	-3%	·	-9%	·	2%	·
46	CCNS(=O)(=O)c1ccc(NC(=O)c2ccccc2SCCOC)cc1	-1%	0.4	36%[activator]	-11%	-1%	-1%	7%	3%	1%
47	CCOC(=O)c1ccc(NC(=O)c2cccc(S(=O)(=O)N3c4ccccc4CC3C)c2)s1 (stereo not drawn)	-5%	1.0	-4%	-11%	6%	9%	-9%	8%	20%
48	Cc1c(Cl)cnc(NC(=O)COC(=O)c2nn(C)c(=O)c3ccccc23)c1Cl	-19%	-0.1	-3%	3%[60.1 µM]	5%	2%	-9%	-2%	?
49	O=C(CSc1nnc(-c2cccs2)o1)N1CCCc2ccccc21	38%[activator]	0.4	-1%	-3%	-17%	-1%	-2%	-1%	-8%
50	O=c1cc(-c2ccccc2)c2ccc(O)c(CN3CCCCC3)c2o1	?	0.6	-2%	10%	55%[activator]	-1%	-1%	2%	2%
51	Cc1ccc(CNC(=O)CCS(=O)(=O)c2ccc(C)cc2)cc1	-20%	0.6	6%	-6%	-5%	-9%	-1%	-3%	1%
52	COCCN(C(=S)Nc1ccccc1C)C(C)c1cccs1 (stereo not drawn)	-7%	-0.3	1%	1%	-12%	4%	-4%	-2%	-23%
53	CC(CCc1ccccc1)NC(=O)C(=O)c1c[nH]c2ccccc12 (stereo not drawn)	32%[activator]	-0.1	11%	-13%	-23%	13%	-11%	0%	2%
54	S=C1Nc2cc(Cl)ccc2Sc2ccccc21	-20%	0.5	11%	0%	-3%	5%	3%	4%	-4%
55	O=C(COC(=O)CNC(=O)c1ccc2c(c1)OCO2)Nc1ncc(Cl)cc1Cl	-14%	-0.7	30%	-10%	-15%	10%	-3%	-3%	14%
56	CCOc1ccc(NC(=O)c2c(NC(=O)c3cccc(C)c3)sc3c2CCC3)cc1	-11%	0.6	-4%	-13%	34%[activator]	·	0%	-1%	-19%

Rewritten with each value named: 2 of the compounds above
32	O=[N+]([O-])c1ccc(COc2cccc(CN3CCOCC3)c2)cc1
  12-LOX inh: 0%; TRHR agonist: ·; POLI inh: 7%; POLK inh: -1%; Anesthetic bind: ·; APE1 inh: ·; BLM inh: ·; ERG-DNA inh: 10%; Pol beta inh: ·
37	COc1ccc2nc(SCC(=O)N3CC(=O)Nc4ccccc43)c(C#N)cc2c1
  12-LOX inh: -24%; TRHR agonist: 9.2; POLI inh: 28%; POLK inh: -24%; Anesthetic bind: 168%[activator]; APE1 inh: -6%; BLM inh: 5%; ERG-DNA inh: -4%; Pol beta inh: 2%
